mcGAS MS inh: inhibitors of mouse cGAS | recombinant mouse cGAS, cGAMP by RapidFire MS | inhibition, % at 12.5 µM | 0.18% of 130,000 active | Q8C6L5 | AID 1259397;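 active means inhibition of cGAS enzyme activity at or above 60%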;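 further: enzyme stimulated by 45 bp dsDNA with ATP and GTP substrates; cGAMP share of summed cGAMP plus half ATP and half GTP signals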
Target sequence (Q8C6L5 whole entry, looked up): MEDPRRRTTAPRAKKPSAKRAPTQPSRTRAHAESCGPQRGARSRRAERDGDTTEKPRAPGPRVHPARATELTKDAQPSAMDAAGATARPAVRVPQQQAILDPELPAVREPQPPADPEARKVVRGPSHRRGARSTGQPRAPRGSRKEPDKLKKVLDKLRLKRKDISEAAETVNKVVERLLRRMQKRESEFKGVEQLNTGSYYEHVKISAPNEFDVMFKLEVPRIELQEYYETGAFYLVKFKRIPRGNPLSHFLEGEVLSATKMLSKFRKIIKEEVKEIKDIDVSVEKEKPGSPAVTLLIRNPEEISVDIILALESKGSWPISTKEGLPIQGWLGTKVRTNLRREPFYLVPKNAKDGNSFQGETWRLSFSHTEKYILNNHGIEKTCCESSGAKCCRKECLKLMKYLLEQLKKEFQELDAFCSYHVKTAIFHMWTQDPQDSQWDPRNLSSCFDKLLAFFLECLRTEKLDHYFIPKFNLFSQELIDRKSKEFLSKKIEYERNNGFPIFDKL
Active calls of the source: *; & = joins results of further samples. This is a subset, so the mix of outcomes need not match the whole.

SMILES	mcGAS MS inh
Cc1nn(C)c(Cl)c1C(=O)NCc1ccc(N2CCCC2)nc1	-12.8
Cc1c(C(=O)NCc2cccc([N+](=O)[O-])c2)sc(=O)n1Cc1ccc(-c2ccccc2)cc1	-6.0
O=S(=O)(NCc1cn2ccccc2n1)c1ccc(F)cc1	-8.6
O=C(O)c1cccc(-c2ccc(C(=O)N3CCC(Oc4cccnc4)CC3)cn2)c1	-7.1
Cc1cc(C(=O)COC(=O)C2=COCCO2)c(C)n1CC1CCCO1 (centres undefined)	-4.0
O=c1[nH]c(=O)n(Cc2coc(-c3ccc(F)c(F)c3)n2)cc1Cl	-0.1
Cc1nn(C)cc1-c1ccnc(NCc2cc(-c3ccccc3)n(C)n2)n1	5.8
CC(=O)Nc1ccc2c(c1)S(=O)(=O)N=C(c1ccoc1)N2c1ccccc1	-2.5
Cn1cnnc1SCC(=O)N1N=C(c2cccs2)CC1c1cccs1 (centres undefined)	-4.2
CC(=O)Nc1ccc(-c2csc(N3CCN(C)CC3)n2)c(F)c1	13.4
CN(Cc1ccccc1)C1CCCN(C(=O)CCc2cnccn2)C1 (centres undefined)	-6.1
Cc1cccc(C(=O)NC2CC(=O)N(CCc3ccc(F)cc3)C2)n1 (centres undefined)	-5.7
CC(C)(C)C(C#N)NC(=O)c1ccc(Oc2cccnc2)cc1 (centres undefined)	-16.3
Cc1nsc(NC(=O)N2CCC(CN)CC2)n1	-5.8
Cc1cc(Cl)ccc1S(=O)(=O)N1CCCc2c1cccc2S(N)(=O)=O	-7.2
COc1ccc(NC(=O)c2ccc(Cn3ccnc3)cc2)cc1N1CCCC1=O	-7.7
O=C(CCC1CCN(Cc2cc(Cl)ccc2O)CC1)NCc1cccnc1	-7.4
CO[C@H]1COC[C@@H]1NCC(=O)Nc1cccc(F)c1C	-3.5
O=[N+]([O-])C(C1=NCCO1)/C(Cl)=C(/Cl)N1CCOCC1 (centres undefined)	8.2
CCOc1ccc(SCC(=O)Nc2ccc(F)c(NC(C)=O)c2)cc1	2.4
CCOc1ccc(C2=NC(=Cc3cc(OC)c4c(c3)OCCO4)C(=O)O2)cc1OCC	-4.2
Cc1ccc(NC(=O)NCc2nnnn2C2CCCCC2)cc1	29.5
COc1cccc(CN2C(=O)C3(NCCS3)c3cc(Cl)ccc32)c1 (centres undefined)	-4.8
CCOc1ccc(C2=NC(=Cc3cc(OC)c4c(c3)OCCO4)C(=O)O2)cc1	-10.4
Cc1csc(CN(C)C(=O)CCCn2nnnc2CN2CCc3ccccc3C2)n1	-1.0
SMILES	mcGAS MS inh
O=C(c1c[nH]c(=O)c(Cl)c1)N1CCC(C(O)(c2ccccc2)c2ccccc2)CC1	-3.8
CN(C)c1cccc2c(C=C(C#N)C#N)ccc(N(C)C)c12	-4.3
CC(C)C(NS(=O)(=O)c1cccs1)C(=O)O (centres undefined)	-10.8&8.2
CC1CN(c2ncnc3scc(-c4ccc(Cl)cc4)c23)CC(C)O1 (centres undefined)	-3.2
COC(=O)c1c(C)[nH]c(C(=O)CSc2nncs2)c1C	-8.7
CC1NC(=S)N(C2CCSc3c(F)cccc32)C1=O (centres undefined)	-15.7
Cc1cc(C)c(CS(=O)(=O)c2nnc(C3CC3)n2CCC(N)=O)c(C)c1	-6.2
CCOc1ccc(-c2ccnc(CC3CCN(C)CC3)n2)cc1C(=O)O	-9.1
CNC(=O)c1cc(Cl)c(OC(C)C)c(OC)c1	-16.1
Cn1c(C2CC2)nc2c1CCN(CCC(=O)N1CCOCC1)C2	3.6
CN(CCCNC(=O)C1CC=CCC1C(=O)N1CCc2c([nH]c3ccccc23)C1)c1ccccc1 (centres undefined)	3.0
CC(C)(O)C#Cc1ccc(CN2CCCn3cncc3C2)s1	-9.7
Fc1ccccc1C1CC(c2ccc(Br)cc2)=Nc2nnnn21 (centres undefined)	-9.9
O=C(O)CCc1nnc(SCc2ccccc2Cl)[nH]c1=O	1.5
OC(c1ccc(Cl)cc1)c1ncc(-c2cccc(F)c2)[nH]1 (centres undefined)	-8.1
COC(=O)[C@@H]1CCCN1C(=O)Cc1ccc(N2CCC(NCc3ccon3)CC2)cc1	-10.2
CCOc1ccccc1-c1cc(C(=O)N2CCCC2c2cc(C)on2)[nH]n1 (centres undefined)	1.0
Cc1cccn2c(=O)c3cc(C(=O)N4CCC(C)CC4)sc3nc12	3.4
C=CCN1C(=N)S/C(=C\c2cc(OCC)c(OC(C)C)cc2Br)C1=O	7.2
COc1cccc(COc2c[nH]c(C(=O)Nc3ccc4c(c3)OCO4)cc2=O)c1	-4.9
Cc1nc(CN2CCCC(N(C)C3CCOC3=O)C2)no1 (centres undefined)	-10.9
c1coc(-c2ncc(CN3CCN(c4ncnc5ccccc45)CC3)cn2)c1	-6.4
Cc1ccc(F)c(S(=O)(=O)NC(=O)C2(C)CCN2C(=O)c2ccc(C(C)(C)C)cc2)c1 (centres undefined)	-11.3
Cc1ccc(C2([N+](=O)[O-])C(=O)c3ccccc3C2=O)cc1	90.2*
CN1OC(C)(CC(=O)NCc2nccs2)N=C1c1ccccc1 (centres undefined)	-7.5
SMILES	mcGAS MS inh
Cc1ccc(C)c(-n2cc(CN(C)C3CCOCC3)c(-c3ccccc3)n2)c1	-6.1
Cc1cc(CSc2nnc3cc(C)c4ccccc4n23)no1	-8.3
O=C(OCC(=O)N1CCN(C(=O)c2ccco2)CC1)c1ccccc1F	3.7
Cc1cc(Cl)cc(Cl)c1CNC(=O)CC1C(=O)NCCN1CC(C)C (centres undefined)	-3.0
C=CCSC(C)C(=O)N1CCCN(C2CCCC2)CC1 (centres undefined)	-1.8
CC(c1ccon1)N(C)C(=O)c1cccc(OC2CCN(C(=O)C3CC3)CC2)c1 (centres undefined)	-1.3
CCN(C)C(=O)c1ccc2c(c1)c(C)c(C)n2CCOC	-10.5
Fc1ccccc1Oc1cc(C(F)(F)F)nc(SCc2cccc(Cl)c2)n1	-6.3
Cc1nn(Cc2ccc(F)cc2)c2sc(C(=O)NCCCN3CCCC3=O)cc12	-1.7
CC(C)(C)CC(=O)N1CCCC1C(=O)NC1CCN(C2CCOC2)CC1 (centres undefined)	-10.5
Cc1cc(C)n(-c2ccc(NC(=O)C3CCN(CC(C)c4ccccc4)CC3)cc2)n1 (centres undefined)	-6.3
CCOC(=O)C(N1CCCC1=O)n1cc(I)c(=O)[nH]c1=O (centres undefined)	-9.9
CCCOc1ccccc1OCC(=O)Nc1cc(C)on1	-4.8
CCC(=O)C(C#N)c1nnc(-c2ccccc2)s1 (centres undefined)	95.0*
O=S(=O)(Cc1ccc(Cl)cc1Cl)c1ccc2c(c1)OCCO2	3.7
CC(C)Cc1cc(C(=O)NCC(c2cccnc2)N2CCCC2)n(C)n1 (centres undefined)	-9.5
CC(C(=O)Nc1ccc(C23CC4CC(CC(C4)C2)C3)cc1)n1cncn1 (centres undefined)	-10.9
Cc1ccc(C(=O)NCCn2c(C)cc3ccccc32)cc1C	-6.2
CCCN1CCC(Cc2noc(C3(C)CC(C)=NO3)n2)CC1 (centres undefined)	-8.3
C[C@H](C(=O)NCCCO)N1Cc2ccc(N3CCOCC3)nc2C1=O	1.6
Cc1ccc(S(=O)(=O)N(C)C2CCC(C)CC2)c(Cl)c1 (centres undefined)	-6.4
COC(=O)NCCCCNC(=O)OC	5.4
CC(C)CCN=C1NN=C(C23CC4CC(CC(C4)C2)C3)CS1	-3.4
CCc1cc(N2CCN(S(=O)(=O)CC)CC2)nc(N2CCOCC2)n1	-1.0
c1cncc(OCCCn2cnnc2)c1	10.8

Of the compounds above, these contain an aryl thioether with sulfur outside any ring.
SMILES	mcGAS MS inh
Cn1cnnc1SCC(=O)N1N=C(c2cccs2)CC1c1cccs1 (centres undefined)	-4.2
CCOc1ccc(SCC(=O)Nc2ccc(F)c(NC(C)=O)c2)cc1	2.4
COC(=O)c1c(C)[nH]c(C(=O)CSc2nncs2)c1C	-8.7
O=C(O)CCc1nnc(SCc2ccccc2Cl)[nH]c1=O	1.5
Cc1cc(CSc2nnc3cc(C)c4ccccc4n23)no1	-8.3
Fc1ccccc1Oc1cc(C(F)(F)F)nc(SCc2cccc(Cl)c2)n1	-6.3

Continued:
SMILES	mcGAS MS inh
Cc1cccc(Nc2nc(OCC#N)nc(N(C)C)n2)c1	-4.7
CCOC(=O)C1CCCN(Cc2c(C(=O)N3CCCCCCC3)nc3sccn23)C1 (centres undefined)	7.2
O=C(NCC1CCS(=O)(=O)C1)N1CC=C(c2ccccc2)CC1 (centres undefined)	-0.3
c1ccc(-c2nnc(CSc3nnc(-c4ccccc4)o3)o2)cc1	-1.7
CC1(C(=O)Nc2cnc3ccccc3c2)CCN1C1Cc2ccccc2C1 (centres undefined)	-7.2
O=C(NCc1ccncc1)C1(c2cccc(C(F)(F)F)c2)CC1	8.4
S=c1[nH]c2ccc(Cl)cc2o1	21.8
O=C(O)c1cc(-c2ccccc2F)cc(S(=O)(=O)NCC2CCCO2)c1 (centres undefined)	10.8
CC(C)n1c(/C=C/[C@@H](O)C[C@@H](O)CC(=O)O)c(-c2ccc(F)cc2)c2ccccc21	-11.0
COCCc1noc(CN(C)C[C@]2(O)CCCN3CCCC[C@@H]32)n1	-0.8
O=C(O)c1c[nH]c2cc(F)ccc12	10.3
Cc1ccc(-n2nc(C)c3c(-c4ccc(O)c(O)c4)c(C#N)c(N)nc32)cc1	-8.0
O=C(Cn1cc(C(F)(F)F)cc(Cl)c1=O)c1ccc(Cl)s1	-2.9
COC(=O)NC(CC(C)C)C(=O)OCc1cc(Cl)ccn1 (centres undefined)	-5.9&6.8
CC(NC(=O)c1ccoc1)C(=O)Nc1cccc(CN(C)C(=O)OC(C)(C)C)c1 (centres undefined)	1.2
Cc1cc2c(c(=O)n1Cc1ccc3c(c1)OCO3)C(c1ccccc1)C(C#N)C(=N)O2 (centres undefined)	-4.6
C=CCN(Cc1ccccn1)Cc1ccccc1C	10.5
Cn1nc(C(=O)NCCc2cc(F)cc(F)c2)c(=O)c2ccccc21	-6.4
CC(C)(C)C(=O)N1CCC(C(=O)Nc2ccc(Cl)c(-c3nnc4n3CCCCC4)c2)CC1	8.7
Cc1ccccc1-c1nc(CN2CC[C@@H]3CCCC[C@H]3C2)c(C)o1	-4.7
Cc1cc(C)n2ncc(CN(Cc3nccn3C)C3CC3)c2n1	-1.2
Cc1ccc(-c2cn[nH]c2C2CCCN(C(=O)CCn3cccn3)C2)cc1 (centres undefined)	30.5
Cc1nn(-c2ccc(Cl)c(Cl)c2)c(C)c1CC(=O)NCC1CSCCS1 (centres undefined)	-2.3
O=C1CC(c2ccsc2)c2snc(-c3ccccc3)c2N1 (centres undefined)	-9.0
O=C(c1cccs1)N1CCN(C(C(=O)N2CCc3ccccc3C2)C2CCCC2)CC1 (centres undefined)	-3.2

The list goes on, starting with the last 5 of the part before.
SMILES	mcGAS MS inh
Cc1cc(C)n2ncc(CN(Cc3nccn3C)C3CC3)c2n1	-1.2
Cc1ccc(-c2cn[nH]c2C2CCCN(C(=O)CCn3cccn3)C2)cc1 (centres undefined)	30.5
Cc1nn(-c2ccc(Cl)c(Cl)c2)c(C)c1CC(=O)NCC1CSCCS1 (centres undefined)	-2.3
O=C1CC(c2ccsc2)c2snc(-c3ccccc3)c2N1 (centres undefined)	-9.0
O=C(c1cccs1)N1CCN(C(C(=O)N2CCc3ccccc3C2)C2CCCC2)CC1 (centres undefined)	-3.2
Cc1cc(C)cc(CC(=O)N2CCC2(C)C(=O)NS(=O)(=O)c2ccccc2OC(F)(F)F)c1 (centres undefined)	-5.3
CC=CC=CC(=O)Nc1cc(OC)c(Cl)cc1OC	-5.3
CCOc1ccc(Cc2nccc3cc(OCC)c(OCC)cc23)cc1OCC	1.1&23.8
COc1cc2c(cc1OC)CN(C1CCCN(Cc3cnc(SC)nc3)C1)CC2 (centres undefined)	-6.6
CCc1nnc(NC(=O)Nc2cc(F)cc(OC)c2)s1	-10.1
C=CCn1c(SC(F)F)nc2scc(-c3ccco3)c2c1=O	-7.8
CCCCCC(C)n1[nH]c(=O)c2c(C)cc(C)nc21 (centres undefined)	12.8
COCCN(Cc1ccc2c(C)cc(=O)oc2c1)Cc1ccccc1F	-12.8
CCC1(CNCc2ccc(COC)cc2)COC1	6.5
Cc1ccc(-n2c(C)c(C)n3c4c(=O)n(CCN5CCOCC5)c(=O)n(C)c4nc23)c(C)c1	-6.9
CC(=O)c1ccc(C(=O)N2CCCC(CCC(=O)NCc3ccccc3Cl)C2)cc1 (centres undefined)	-15.1
Cc1ccccc1CCC1CCCN(C(=O)CCn2ccc(=O)[nH]c2=O)C1 (centres undefined)	6.5
COc1ccc(Cc2nnc3n2N(C(C)=O)C(c2ccc(F)cc2)=C(C(C)=O)S3)cc1	-11.1
CCOC(=O)N1CCN(C2CCCN(C(=O)c3sccc3Cl)C2)CC1 (centres undefined)	0.8
CCNC(=O)c1ccc([N+](=O)[O-])o1	-12.5
CCCCNC(=S)NNc1ncnc2sc(C)c(C)c12	2.2
C1N2CN3CN1CN(C2)C3	-11.7
N#CCNC(=O)[C@H](CCc1ccccc1)NC(=O)c1cccc(Cl)c1Cl	-7.6
CCC(c1ccnn1C)n1cc(Oc2ccccc2)c(=O)c(C(=O)O)c1 (centres undefined)	-4.8
CC(C)c1nn(CC(=O)NC2CCCC2)c(=O)c2c1cnn2-c1ccc(F)cc1	-5.1
CC(C)NC(=O)[C@@H]1C[C@@H](N)CN1C(=O)CC1=C(c2ccccc2)CCC1=O	-9.6
Cc1nc(Cl)c2oc3ccccc3c2n1	-0.3
CNc1nc(-c2ccc(CC(N)=O)s2)cs1	-5.1
COc1cc(CN2CCCC(C(=O)c3cc(C)c(OC)c(C)c3)C2)cc(OC)c1O (centres undefined)	-2.1
Cc1cc(C)c2c(c1C(=O)N1CCC3(CC1)OCCCO3)CC(C)(C)C2=O	-4.0
Cc1cc(F)ccc1N(Cc1ccco1)C(=O)CC1CC2CCC1C2 (centres undefined)	0.6

Bioassay records from PubChem.
